GC-A act – GC-A (human) enzyme activation. P16066. activation, % at 10 µM. HEK293 GC-A cells, cGMP TR-FRET, EC30 ANP; 0% at EC30 ANP, 100% saturating ANP. actives 0.14% (n = 370,000). AID 1671463; in the data active = activation above about 40%
Rev-erbA mod – modulates human Rev-erb alpha binding to DNA; actives 0.79% (n = 370,000); P20393; Rev-erbα–FITC-DNA binding, fluorescence polarization, 90 min; activity, % at 10 µM;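 active = activity above about 14%, limit read from the data; passing the limit was not always enough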;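 also: 0% = DMSO wells with 35 nM protein and 100% = DMSO wells with 750 nM protein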
SMARCA2 activ – increases SMARCA2 function in MMTV reporter cells | AID 652017 | activation, % at 9.1 µM | actives 1% (n = 370,000) | MG213 cells, MMTV-luciferase reporter, dexamethasone, overnight; in the data active = activation above about 7.8%;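 also: 0% = vehicle wells and 100% = reference activator wells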
HTRA1 inh – blocks human HTRA1 serine peptidase; Q92743; recombinant HTRA1, FP-rhodamine activity-based probe, fluorescence polarization; inhibition, % at 5.96 µM; actives 0.5% (n = 340,000); AID 504803; in the data active = inhibition above about 36%;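 also: 0% = enzyme with DMSO and 100% = wells lacking enzyme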
Target sequence (Q92743 whole entry, looked up): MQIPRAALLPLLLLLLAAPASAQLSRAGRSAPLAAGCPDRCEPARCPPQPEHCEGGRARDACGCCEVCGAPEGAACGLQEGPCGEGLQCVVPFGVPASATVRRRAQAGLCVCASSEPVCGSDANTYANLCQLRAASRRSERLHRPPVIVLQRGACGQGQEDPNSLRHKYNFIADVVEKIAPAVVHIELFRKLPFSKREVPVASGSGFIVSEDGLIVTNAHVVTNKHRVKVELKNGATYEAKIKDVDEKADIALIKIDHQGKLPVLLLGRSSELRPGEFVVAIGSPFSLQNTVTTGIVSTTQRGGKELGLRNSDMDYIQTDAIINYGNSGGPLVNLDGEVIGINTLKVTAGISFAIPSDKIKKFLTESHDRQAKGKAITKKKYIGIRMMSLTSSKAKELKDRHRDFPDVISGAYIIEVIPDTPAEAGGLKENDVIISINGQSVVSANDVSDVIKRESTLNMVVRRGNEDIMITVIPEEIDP
ARFGAP1 inhibitor – inhibits rat ARF GTPase activating protein 1 | Q62848 | Arfgap1-stimulated ARF1 GTP hydrolysis, GDP FP detection | inhibition, % at 16.5 µM | actives 0.26% (n = 360,000) | AID 651572;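 active = inhibition above a per-plate limit, mean inhibition of low control wells plus 3 SD, cut at about 25% in these data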;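 also: 0% = DMSO wells with enzyme and 100% = wells lacking Arfgap1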
Target sequence (Q62848 1-136 limits assumed): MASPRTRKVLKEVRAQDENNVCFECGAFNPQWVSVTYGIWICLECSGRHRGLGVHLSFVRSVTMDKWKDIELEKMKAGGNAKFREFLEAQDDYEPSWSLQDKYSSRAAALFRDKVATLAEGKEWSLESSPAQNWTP
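Material – truncated rat Arfgap1 GAP domain · Buffer or medium – HEPES-based buffer, pH 7.5 · Reagent – human ARF1(Δ1-17)-GTP substrate · Dosing – 16.5 µM single point, 1.26% DMSO · Schedule – GTP hydrolysis reaction 2 h at 25 °C · Technique – GDP detection by fluorescence polarization · Benchmarks – No-Arfgap1 wells (100%) versus DMSO full-reaction wells (0%) · Repeats – single replicate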
ASAP1 inh – inhibitors of human ASAP1 ArfGAP activity | ASAP1-stimulated ARF1 GTP hydrolysis, GDP FP detection | inhibition, % at 16.5 µM | actives 0.19% (n = 360,000) | AID 624377; in the data active = inhibition above about 25%;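 also: 0% = vehicle with enzyme and substrate and 100% = no enzyme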
Target sequence (Q9ULH1 325-724 limits assumed): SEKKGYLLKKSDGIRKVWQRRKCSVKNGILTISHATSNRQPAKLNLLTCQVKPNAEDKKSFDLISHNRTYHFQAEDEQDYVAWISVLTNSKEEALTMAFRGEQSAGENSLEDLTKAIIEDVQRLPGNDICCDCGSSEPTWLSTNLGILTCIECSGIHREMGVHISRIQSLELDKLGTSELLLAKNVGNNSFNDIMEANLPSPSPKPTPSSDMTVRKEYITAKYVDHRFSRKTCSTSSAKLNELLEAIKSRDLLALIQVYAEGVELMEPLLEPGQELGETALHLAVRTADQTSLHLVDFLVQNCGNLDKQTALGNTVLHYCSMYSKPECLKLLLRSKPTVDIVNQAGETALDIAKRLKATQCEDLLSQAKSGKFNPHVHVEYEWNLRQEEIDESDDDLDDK
GC-B act – GC-B (human) receptor activation | P20594 | HEK293-GC-B cells, CNP EC30, cGMP TR-FRET; 0% at EC30 CNP, 100% saturating CNP | activation, % at 10 µM | actives 0.11% (n = 370,000);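 active = activation at 10 µM reaching about 35% in either raw or pattern-adjusted values, limit read from the data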
mABHD4 FP – inhibitors of mouse ABHD4; purified mABHD4, FP-Rh probe fluorescence polarization; inhibition, % at 8.92 µM; actives 0.54% (n = 370,000);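 active = inhibition exceeding the mean over every tested compound plus 3 SD, cut at about 30% in these data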;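 also: 0% = plate median of compound wells and 100% = S159A mutant with DMSO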
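Assay system: Wild-type mouse ABHD4 protein | Medium: HEPES pH 7.0 buffer, 150 mM NaCl, 0.01% Pluronic F-127 | Incubation: Enzyme–compound pre-incubation 45 min, then probe 60 min, both 25 °C | Technique: Fluorescence polarization with parallel and perpendicular emission, 525/598 nm | Evaluation: % inhibition of FP-Rh probe binding versus controls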
rCAG binder – r(CAG) repeat RNA binding; AID 651821; inhibition, % at 3 µM; actives 1.3% (n = 370,000); TO-PRO-1 dye displacement fluorescence;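 active = inhibition above the plate cutoff, the mean of all test compounds on that plate plus 3 SD, cut at about 35% in these data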;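 also: 0% = DMSO alone and 100% = 100 µM mitoxantrone as full dye displacement; higher means more dye released from RNA so lower well fluorescence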
PG9 binder – PG9 antibody binding by small molecule. TR-FRET gp120-PG9 antibody binding. inhibition, % at 6.7 µM. actives 0.43% (n = 360,000). AID 624416; in the data active = inhibition above about 8.5%
The depositor's hits bear a star; nt = no result given.

SMILES	GC-A act	Rev-erbA mod	SMARCA2 activ	HTRA1 inh	ARFGAP1 inhibitor	ASAP1 inh	GC-B act	mABHD4 FP	rCAG binder	PG9 binder
O=C(COC(=O)c1cccc(F)c1)NC(=O)NC1CCCC1	-1.4	-1.2	-2.8	13.1	6.9	2.7	-10.2	-2.1	0.4	-0.7
COc1ccccc1CCNC(=O)C(C)n1nc(C)c2c(C)n(-c3ccccc3)nc2c1=O (stereo unspecified)	-3.0	-0.8	-1.1	8.3	-10.9	7.2	-1.8	-6.7	-4.9	-1.5
CC(C)CC(=O)NC(=S)Nc1ccc(N2CCOCC2)c(Cl)c1	0.3	3.0	-1.8	-4.9	-3.5	-5.1	0.0	4.7	-5.8	0.0
COc1cccc(NC(=O)N2CCCC2C(=O)NC2CC2)c1 (stereo unspecified)	3.5	-3.1	-2.3	2.5	-1.3	-1.3	4.3	-5.8	2.5	0.3
Cc1cccc(C)c1-n1nnnc1SCSc1nnnn1-c1c(C)cccc1C	2.8	-6.9	-3.1	2.4	-5.2	0.2	0.3	-3.4	2.1	-1.2
Cc1ccc(-c2nc3ccccc3nc2Cl)cc1	-2.4	14.5	0.0	-6.4	5.8	2.6	-6.9	4.6	-3.1	-0.4
O=C(C[C@@H]1C=C[C@H](NC(=O)Cc2ccccn2)[C@@H](CO)O1)NCCc1ccccc1	1.4	-0.2	3.8	nt	-9.1	-8.1	13.8	3.4	1.2	-0.7
Cc1cc(N2CCOCC2)nc(SCc2ccc(Cl)cc2Cl)n1	0.5	1.6	2.6	-32.4	-0.5	-8.8	-1.3	-10.3	2.6	-0.1
CCc1ccccc1NC(=O)CSc1nnc([C@@H](N)Cc2ccccc2)o1	-3.5	2.5	0.4	17.7	-6.3	4.1	2.9	-4.2	-3.5	-1.0
O=C(NCc1ccccc1F)C1CCN(C(=O)c2sccc2-n2cccc2)CC1	-1.3	-1.0	0.5	-1.0	7.2	10.2	9.2	-9.4	-3.7	-2.0
N#C/C(=C/c1ccc(-c2ccccc2)o1)c1nc(-c2cccs2)cs1	4.4	11.3	0.3	-24.8	3.7	-2.7	-10.6	2.6	3.7	-2.3
COc1ccc(CNC(=O)COc2cc(=O)n(C)c3ccccc23)cc1	-5.7	-0.2	1.2	5.2	-7.3	0.6	-0.8	3.4	-2.7	-1.8
CCn1c2ccccc2c2cc(/C=N/NC(=O)c3cccc(C)c3)ccc21	-7.2	-1.4	1.3	-19.3	1.2	-2.4	-3.0	-2.5	7.2	-3.8
O=C(Cn1nnc2ccccc2c1=O)NC1CCCCC1	2.6	-4.0	4.0	2.5	3.2	-19.5	3.2	1.7	0.2	-1.1
COc1ccc(/C(O)=C/C(=O)C(=O)NNC(=O)c2ccccc2)cc1	-2.3	-1.6	2.4	18.8	-8.5	-4.4	1.5	13.6	24.8	-1.0
CN(C)S(=O)(=O)c1cccc(C(=O)OCC(=O)Nc2ccc3c(c2)OCCO3)c1	-0.9	-4.6	0.3	5.2	-1.5	-0.3	1.2	-2.8	1.4	-1.1
O=C(NCC1COc2ccccc2O1)c1c[nH]c2ccc(S(=O)(=O)N3CCOCC3)cc2c1=O (stereo unspecified)	-3.5	6.6	0.3	-6.3	13.1	-0.4	-25.1	0.7	10.1	3.2
COc1ccc(CCn2c(=N)c(C(=O)NCCN3CCOCC3)cc3c(=O)n4ccccc4nc32)cc1OC	4.5	-1.0	0.5	1.5	-9.0	-7.4	-5.9	0.7	-1.4	-1.2
CCOC(=O)c1c(NC(=O)COC(=O)CNC(=O)c2ccco2)sc(C(C)=O)c1C	1.2	0.9	2.0	-3.7	-3.1	-3.1	0.9	-1.8	5.5	3.8
COc1ccccc1CNS(=O)(=O)c1ccc2c(c1)NC(=O)CS2	-1.3	-0.8	-0.8	0.4	2.7	8.8	1.1	4.9	1.5	-0.5
CC1CCCCN1CC(=O)Nc1ccc(Oc2ccccc2)cc1 (stereo unspecified)	3.1	1.8	-2.1	-18.0	0.9	-3.7	3.5	-2.0	-8.0	-3.2
COc1ccc(NC(=O)C(=O)NNC(=O)C(C)Oc2ccc(Cl)cc2Cl)cc1 (stereo unspecified)	1.7	-4.8	-3.4	-17.1	-2.4	5.4	-1.8	-5.8	13.0	-1.2
COc1ccc2nc(SCC(=O)NC3CCCc4ccccc43)[nH]c2c1 (stereo unspecified)	-4.7	9.2	-2.4	-9.0	-3.3	1.7	-6.7	4.8	-1.5	0.3
COc1cccc(CN2C(=O)CCC2(C)C(=O)NC2CCCC2)c1 (stereo unspecified)	4.6	4.1	-1.1	-0.5	0.9	-6.4	-6.3	5.5	-1.0	-1.6
O=C(O)CCCC(=O)Nc1cccc2cccnc12	0.9	1.8	-0.4	4.8	5.4	-11.0	3.2	1.0	-0.4	-1.3
O=C(CNC(=O)C1CC1)Nc1ccc(F)c(F)c1F	7.2	-3.0	-4.8	-1.2	-7.9	4.8	2.1	-1.7	-0.1	2.5
COC(=O)C1=C(C)NC(=O)/C1=C\c1cc(C)n(-c2ccccc2)c1C	-2.7	5.7	-4.2	20.2	-5.9	4.1	-0.6	7.5	5.1	-1.0
CCn1cc(C(=O)NCC(=O)NCCCN2CCOCC2)c(=O)c2cc3c(cc21)OCO3	-0.4	-0.3	-2.6	-5.0	-4.9	12.1	0.1	4.0	-0.4	-1.1
Cc1ccc(NC(=O)c2nc[nH]c2C(=O)N[C@H](C)c2ccccc2)cc1	0.0	-9.3	-1.6	-61.3	13.1	-8.2	0.3	-61.7	9.1	0.1
Cc1cc(N2C(=O)C(O)=C(C(=O)c3ccco3)C2c2ccc(O)cc2)no1 (stereo unspecified)	3.6	6.7	1.6	2.2	5.9	1.7	4.1	8.4	3.2	3.0
Cc1ccc(C(=O)OCC(=O)N(C)C2CCS(=O)(=O)C2)cc1S(=O)(=O)N1CCCCC1 (stereo unspecified)	0.3	-2.5	1.4	2.5	10.4	4.0	2.2	-1.1	-2.1	-1.3
Cc1csc(SCC(=O)Nc2cc(F)ccc2C)n1	-2.0	-2.9	-2.0	2.0	-4.5	-13.7	4.1	-7.4	1.1	0.8
Clc1nnc(NC2CCCCC2)c(Cl)c1Cl	-0.1	-3.7	-1.5	-19.7	-10.7	-7.2	2.2	1.0	-0.6	-2.0
C/C(=N\NC(=O)CO/N=C(\C)c1cccs1)c1ccc(N)cc1	3.6	0.7	-3.0	-19.2	-4.6	-6.3	-1.1	-2.2	-0.1	1.1
O=C(N/N=C/C=C\c1ccco1)c1ccccn1	-2.1	-0.3	6.2	8.7	-4.3	6.6	1.7	15.9	7.5	-4.9
Cn1c(SC(C(=O)Nc2ccc(F)cc2)c2ccccc2)nc2ccccc21 (stereo unspecified)	-3.9	-1.5	1.2	-24.7	1.2	1.3	7.4	-14.2	4.5	-2.0
O=C(Nc1ccc(NC(=O)C2CCCCC2)nc1)c1ccccn1	-5.8	-1.7	3.5	3.6	3.5	3.7	4.6	-5.5	0.4	-1.1
Cc1n(N)c2ccccc2[n+]1CC(=O)c1ccccc1	3.1	3.6	-3.6	-2.8	3.1	-2.1	1.6	4.8	1.9	-1.3
O=C(Nc1ccc(F)c(Cl)c1)c1cc(C2CCCCN2C(=O)c2ccc3c(c2)CCO3)on1 (stereo unspecified)	-8.2	2.0	-2.9	nt	-3.9	-5.8	-1.4	-18.9	6.6	-1.2
CC(=O)C(Cc1cccc(F)c1)(Cc1cccc(F)c1)C(C)=O	-2.9	3.0	3.5	-18.9	1.1	17.9	2.5	-3.7	-6.4	1.4

Complete entries, quoted from the list. Order of values: GC-A act, Rev-erbA mod, SMARCA2 activ, HTRA1 inh, ARFGAP1 inhibitor, ASAP1 inh, GC-B act, mABHD4 FP, rCAG binder, PG9 binder
C/C(=N\NC(=O)CO/N=C(\C)c1cccs1)c1ccc(N)cc1 as listed: 3.6, 0.7, -3.0, -19.2, -4.6, -6.3, -1.1, -2.2, -0.1, 1.1
Cc1csc(SCC(=O)Nc2cc(F)ccc2C)n1 as listed: -2.0, -2.9, -2.0, 2.0, -4.5, -13.7, 4.1, -7.4, 1.1, 0.8

The results go on.
SMILES	GC-A act	Rev-erbA mod	SMARCA2 activ	HTRA1 inh	ARFGAP1 inhibitor	ASAP1 inh	GC-B act	mABHD4 FP	rCAG binder	PG9 binder
Cc1ccc(Nc2nc(N)nc(CSc3nnc(C)s3)n2)cc1	7.7	-0.1	4.6	-3.4	6.9	-2.9	2.2	4.7	-4.6	0.8
O=C(O)c1ccccc1C(=O)Nn1cnnc1	1.7	0.9	-4.4	-3.9	-2.8	-5.3	2.2	1.5	2.5	-2.3
NC(=O)c1nnsc1-c1ccc(-c2snnc2C(N)=O)cc1	3.4	1.9	-3.7	2.6	15.5	-15.0	-2.0	-0.1	-2.8	-1.3
CCOC(=O)N/N=C/c1ccc(Oc2ccccc2)cc1	3.7	-3.0	1.9	-7.0	8.9	-6.0	-4.1	1.4	-5.1	-0.5
CCc1cc(=O)[nH]c(SCC(=O)Nc2ccc3c(c2)OCCO3)n1	-4.6	-1.3	-2.5	-0.5	-9.1	-8.4	-1.8	1.9	5.2	0.7
Cc1ccc(S(=O)(=O)N(C)c2ccc(C(=O)NCc3ccccn3)cc2)cc1	4.3	-3.2	-2.2	-2.0	12.7	-5.0	-4.5	1.0	-5.2	0.0
COc1ccc2ncn(-c3ccccc3)c2c1	-2.6	-2.1	-3.5	7.7	0.9	2.8	2.7	-1.8	-4.3	-1.1
Cc1cccc(OCCc2nnc(N)s2)c1C	1.3	-0.6	2.0	3.2	10.4	6.1	-0.8	0.6	-0.9	-1.3
Cc1ccc(NC(=O)CN(C)C(=O)COC(=O)/C=C/c2cccs2)cc1	3.8	1.4	3.6	-3.4	10.2	5.2	1.8	0.2	-5.9	-1.5
CCOC(=O)N1CCN(C2CCCN(C(=O)c3ccccc3C(F)(F)F)C2)CC1 (stereo unspecified)	2.2	-2.8	0.9	4.3	2.8	-5.1	4.2	1.6	-6.4	-1.2
O=C(CCS(=O)(=O)c1cc2c(cc1Cl)NC(=O)CO2)NCc1ccccc1	5.8	4.3	-2.6	8.0	-2.1	4.7	1.9	-0.8	2.1	-0.1
C[C@H](CO)N1C[C@H](C)[C@@H](CN(C)S(=O)(=O)c2ccccc2)Oc2ccc(NC(=O)C3CCCCC3)cc2C1=O	2.3	1.4	1.9	-0.9	6.9	1.6	2.2	-2.8	-4.9	1.4
Cn1c2ccccc2c(=O)c2ccc(C#CC3(N)CCCCC3)cc21	9.4	0.9	19.0*	-42.6	-5.6	-5.4	7.9	-2.7	33.1	0.6
CC1=C(C(=O)Nc2ccccn2)C(c2ccc3c(c2)OCO3)C2=C(CC(C)(C)CC2=O)N1 (stereo unspecified)	-5.7	-2.0	0.8	2.0	-7.0	-2.8	2.3	-5.4	-3.9	-1.8
CCOC(=O)c1sc(C)c2c(=O)n(Cc3ccc(Cl)cc3)c(C)nc12	-2.1	0.8	-2.0	-22.7	3.8	9.4	4.3	0.7	-6.0	0.8

Among those listed so far, these have a COOH group:
SMILES	GC-A act	Rev-erbA mod	SMARCA2 activ	HTRA1 inh	ARFGAP1 inhibitor	ASAP1 inh	GC-B act	mABHD4 FP	rCAG binder	PG9 binder
O=C(O)CCCC(=O)Nc1cccc2cccnc12	0.9	1.8	-0.4	4.8	5.4	-11.0	3.2	1.0	-0.4	-1.3
O=C(O)c1ccccc1C(=O)Nn1cnnc1	1.7	0.9	-4.4	-3.9	-2.8	-5.3	2.2	1.5	2.5	-2.3
